From PubChem
Salmonella PhoP GFP = PhoP regulon inhibitors, Salmonella typhi PhoP promoter GFP reporter, confirmatory (AID 1850) | Salmonella Typhi PhoP-promoter GFP reporter, fluorescence, 4 h; higher % means a stronger effect | 310,000 compounds, 0.33% hits | inhibition, % at 50 µM, or IC50 in µM where a hit was titrated; in the data active = a potency from the dose series; inconclusive = inhibition mostly from about 25% at the one dose, without a potency; inactive = the rest, 99 in 100 with inhibition below about 19%;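 also: 0% = induced wells with vehicle and 100% = uninduced wells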
influenza NS1A = NS1A inhibition, H1N1 influenza, cell based functional assay (AID 504329). 340,000 compounds, 0.3% hits. NS1A functional cell-based assay, percent inhibition; higher % means a stronger effect. inhibition, % at 12.5 µM; hits with a dose series show IC50 in µM; in the data active = a potency from the dose series; inconclusive = inhibition above about 27% without an active follow-up result; also: strong numbers were not always called active
M. tuberculosis HTS = M. tuberculosis growth inhibition, HTS (AID 449762); M. tuberculosis H37Rv growth inhibition, 7H9 media; higher % means a stronger effect; one-dose inhibition, % at 25 µM; IC50 in µM for titrated hits; 330,000 compounds, 0.59% hits; in the data active = a potency from the dose series; inconclusive = inhibition above about 70% without an active follow-up result;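 also: bacterial growth assessed after seven days of incubation; strong numbers were not always called active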
M. tuberculosis = growth inhibition of non-replicating M. tuberculosis (AID 488890). Mycobacterium tuberculosis non-replicating, growth inhibition; higher % means a stronger effect. inhibition, % at 25 µM, or IC50 in µM where a hit was titrated. 320,000 compounds, 0.39% hits; in the data active = a potency from the dose series; inconclusive = inhibition mostly from about 82% at the one dose, without a potency; inactive = the rest, 99 in 100 with inhibition below about 76%;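 also: plate controls were DMSO cells for no effect and high antibiotic wells for full effect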
inhibitors of VEEV = inhibitors of VEEV TC-83 cytopathic effect, confirmation, Vero cells (AID 588727); Vero cells, VEEV TC-83 cytopathic effect inhibition; higher % means a stronger effect; 350,000 compounds, 0.13% hits; inhibition, % at 20 µM, or IC50 in µM where a hit was titrated; in the data active = a potency from the dose series; inconclusive = inhibition mostly from about 14% at the one dose, without a potency; inactive = the rest, 99 in 100 with inhibition below about 12%; also: strong numbers were not always called active
inhibitors of VEEV 10K pilot screen = second read-out of inhibitors of VEEV, no call of its own (marks repeat the call); inhibition, %; measured here: 10K pilot screen inhibition
The depositor's hits bear a star; i = inactive; ? = inconclusive; / = no result given.

SMILES	Salmonella PhoP GFP	influenza NS1A	M. tuberculosis HTS	M. tuberculosis	inhibitors of VEEV	others
COc1ccc2cc(Br)ccc2c1CC(=O)NCC1CCCO1 (stereo unspecified)	7.0%	-5.0%	2.9%	/	i
Cc1oc(-c2cccc(Cl)c2)nc1CN1CCC(C(=O)NCCCN2CC(C)CC(C)C2)CC1 (stereo unspecified)	5.2%	-2.9%	2.3%	34.2%	11.4%
COc1ccc(/C=C/C(=O)N2CCN(S(=O)(=O)/C=C/c3ccccc3)CC2)cc1OC	-3.2%	-8.2%	10.2%	-10.1%	0.3%
Cc1ccc(C(=O)NNC(=O)c2ccco2)cc1	-7.6%	24.4%	-1.8%	-13.2%	1.4%
CCOC(=O)Nc1ccc2c(c1)OCO2	-16.6%	-3.1%	11.9%	9.4%	4.8%
Cc1cc(C)n2ncc(/C(N)=N/OC(=O)c3ccccc3F)c2n1	3.3%	-12.6%	6.1%	-14.9%	i
COc1ccc(NC(=O)c2cccc(NS(=O)(=O)c3ccccc3)c2)cc1	-2.3%	2.5%	-6.4%	21.9%	0.8%
C[C@H](CO)N1C[C@H](C)[C@@H](CN(C)Cc2ccncc2)Oc2c(NS(=O)(=O)c3ccc(F)cc3)cccc2C1=O	/	-8.5%	0.2%	-4.4%	0.3%
c1ccc(-c2noc(CN3CCc4sccc4C3)n2)cc1	9.1%	7.2%	-7.2%	51.8%	6.0%
Cc1cnn(C(=O)Cn2nc(C(F)F)c(Br)c2C)c1	/	-12.7%	/	/	2.6%
Cc1ccc(-n2nc3ccc(N)cc3n2)cc1Cl	-8.4%	-10.4%	9.0%	0.5%	2.0%
CCN(C(=O)C1CCCO1)c1ccccc1 (stereo unspecified)	-0.5%	-3.6%	-1.8%	7.3%	1.2%
O=C(C[C@@H]1C/C=C\C[C@H](NC(=O)OCC2c3ccccc3-c3ccccc32)C(=O)OC[C@H]2CCCN2C1=O)NCCO	/	-13.0%	-2.8%	44.1%	0.5%	inhibitors of VEEV 10K pilot screen=0.1
C=CCn1c(SCc2cccc(C#N)c2)nnc1-c1ccccc1O	-8.6%	5.0%	-5.9%	20.0%	0.3%
O=C(CNC(=O)c1ccccc1F)N/N=C\C=C\c1ccccc1	-3.8%	-6.5%	0.7%	-4.1%	3.5%
CCC(=O)Nc1cccc(C(=O)/C=C/c2cc(Br)ccc2OC)c1	9.4%	-0.9%	?	5.0%	4.7%
CC(C)CNS(=O)(=O)c1ccc(OCC(=O)Nc2ccc3c(c2)OCCO3)cc1	-7.8%	-0.7%	8.6%	8.9%	0.2%
O=C(CSc1ncn[nH]1)NC12CC3CC(CC(C3)C1)C2	-21.4%	-0.6%	-0.5%	-0.8%	2.6%
O=C(CNC(=O)c1ccccc1F)c1ccccc1	-5.1%	-4.2%	5.5%	20.7%	1.5%
O=C(NCc1cccc(Cl)c1)c1cccc(C(F)(F)F)c1	-7.6%	-1.8%	0.6%	19.6%	1.9%
Cc1ccccc1NC(=O)NCC1CCN(C(=O)OC(C)(C)C)CC1	6.6%	-1.7%	0.1%	-3.2%	2.8%
O=C(O)CC(NC(=O)CCC1CCCCC1)c1cc([N+](=O)[O-])ccc1Cl (stereo unspecified)	-10.8%	-18.2%	-2.1%	-0.1%	0.3%
Cc1ccccc1C(=O)NNc1ccc(-c2csnn2)cc1	9.2%	0.1%	?	70.5%	1.2%
O=C1c2ccc(Br)cc2C(=O)N1c1ccc(Cl)cn1	6.4%	-3.1%	5.7%	13.0%	1.3%
CC1(c2ccc(Cl)cc2)NC(=O)N(CN2CCOCC2)C1=O (stereo unspecified)	-0.6%	7.0%	0.2%	-7.1%	6.7%
Cc1cccc(N2CCN(C(=O)CN3CCOc4ccccc43)CC2C)c1 (stereo unspecified)	-0.1%	14.4%	-0.7%	28.2%	5.3%
CCN(c1ccccc1)S(=O)(=O)c1ccc(C(=O)Nc2nccs2)cc1	2.3%	-7.5%	6.3%	5.8%	i	inhibitors of VEEV 10K pilot screen=1.4
Cc1cc(C)c(OCCCCN2CCNCC2)c(C)c1	-9.1%	-4.9%	-0.6%	5.2%	i
O=C(c1ccc(S(=O)(=O)Nc2cccc(C(F)(F)F)c2)cc1)N1CCC1	-11.6%	-3.2%	-14.9%	18.7%	2.7%
Cc1cc(C(=O)CSc2nnnn2C)c(C)n1-c1cccc(F)c1	-11.0%	-0.8%	0.6%	18.7%	2.8%

Looked up by structure from the entries so far (2):
SMILES	Salmonella PhoP GFP	influenza NS1A	M. tuberculosis HTS	M. tuberculosis	inhibitors of VEEV	others
O=C(NCc1cccc(Cl)c1)c1cccc(C(F)(F)F)c1	-7.6%	-1.8%	0.6%	19.6%	1.9%
Cc1cc(C(=O)CSc2nnnn2C)c(C)n1-c1cccc(F)c1	-11.0%	-0.8%	0.6%	18.7%	2.8%

Further records
SMILES	Salmonella PhoP GFP	influenza NS1A	M. tuberculosis HTS	M. tuberculosis	inhibitors of VEEV	others
CCc1cccc(NC(=O)C2CCN(S(=O)(=O)c3ccc4c(c3)NC(=O)CO4)CC2)c1	-1.8%	-2.4%	9.6%	24.5%	2.9%
CN(C)S(=O)(=O)c1cccc(NC(=O)COC(=O)CCc2nc3ccccc3s2)c1	-3.8%	-1.2%	-2.8%	-4.5%	0.5%
CC1CC(C)CN(c2ccc(C(=O)OCC(=O)NC3CCCc4ccccc43)cc2[N+](=O)[O-])C1 (stereo unspecified)	1.7%	3.1%	6.1%	7.8%	3.5%
CC1=CC(C)(C)n2c(O)c(N=N)c3cc(C)cc1c32	-5.6%	4.5%	-0.1%	-11.5%	1.1%
CCOC(=O)c1ccc(N2C(=O)C(CC(N)=O)N(CCc3ccc(OC)c(OC)c3)C2=S)cc1 (stereo unspecified)	4.6%	-6.2%	?	78.5%	2.4%
CC(=O)NS(=O)(=O)c1ccc(NC(=O)/C=C/c2ccc(C)o2)cc1	-10.1%	1.9%	-2.4%	1.4%	6.1%
O=C(CN1C(=O)NC2(CCCCC2)C1=O)Nc1cccc(S(=O)(=O)N2CCCC2)c1	/	-2.4%	2.4%	25.3%	2.3%
O=C(CNC(=O)c1cccs1)NCC(=O)OCc1cccc(Cl)c1	4.2%	-4.2%	-2.1%	11.9%	i
COc1ccc(CCNC(=O)C2CCC(CNS(=O)(=O)c3ccc(F)cc3)CC2)cc1OC (stereo unspecified)	11.2%	-0.9%	5.6%	-2.0%	0.4%
O=c1c2ccccc2nc(SCc2cc([N+](=O)[O-])cc3c2OCOC3)n1-c1ccccc1	1.2%	-5.1%	3.3%	-3.6%	4.7%
CCO[C@@H]1OC(C(=O)NC2CC2)=C[C@H](C(C)(C)C)[C@H]1CCCO	2.1%	6.0%	-4.4%	-11.7%	0.7%
O=P(c1ccccc1)(c1nc2ccccc2s1)N1CCOCC1 (stereo unspecified)	6.8%	-9.4%	11.9%	-3.1%	1.7%
Cc1ccccc1OCC(=O)NNC(=O)Cn1[nH]c(=O)c2ccccc2c1=O	/	-2.6%	-2.1%	-17.5%	0.7%
Cc1cc(C(F)(F)F)n(-c2nc(C(=O)O)cs2)n1	-0.7%	-4.5%	-0.6%	4.3%	0.2%
CCOC(=O)c1cnc2c(cnn2C)c1NCc1ccc(OC)cc1	5.8%	4.0%	3.0%	3.2%	2.3%

Molecules above containing a COOH group, in the order listed:
SMILES	Salmonella PhoP GFP	influenza NS1A	M. tuberculosis HTS	M. tuberculosis	inhibitors of VEEV	others
O=C(O)CC(NC(=O)CCC1CCCCC1)c1cc([N+](=O)[O-])ccc1Cl (stereo unspecified)	-10.8%	-18.2%	-2.1%	-0.1%	0.3%
Cc1cc(C(F)(F)F)n(-c2nc(C(=O)O)cs2)n1	-0.7%	-4.5%	-0.6%	4.3%	0.2%

(further entries)
SMILES	Salmonella PhoP GFP	influenza NS1A	M. tuberculosis HTS	M. tuberculosis	inhibitors of VEEV	others
Cc1ccc(NC(=O)C2CC(=O)NC(N3CCc4ccccc43)=N2)cc1 (stereo unspecified)	-11.1%	11.0%	-0.8%	0.6%	5.4%
CCOc1ccc(NC(=O)[C@@H](NC(=O)c2ccccc2)[C@@H](C)CC)cc1	-0.8%	-32.7%	1.8%	-5.3%	i
Nc1nc2n(n1)C(=O)CC(c1ccc(Cl)cc1)N2 (stereo unspecified)	1.9%	-7.5%	6.9%	7.0%	0.7%
O=C1NC(=S)NC(=O)C1Nc1ccc(Cl)cc1	/	1.5%	/	/	5.8%
CC(c1nccs1)N(C)C(=O)c1ccc(OC2CCN(CCc3ccccc3)CC2)cc1 (stereo unspecified)	-7.6%	-1.4%	-8.1%	8.2%	2.2%
CCn1nccc1C(=O)Nc1ccc(C(=O)OC(C)C)cc1	-6.5%	-17.8%	9.3%	71.6%	2.3%
COCCNC(=O)[C@H](C)[C@H]1C[C@]1(C)[C@H](NC(=O)OCc1ccccc1)c1ccccc1	0.5%	0.5%	-6.3%	11.2%	i
Cc1noc(C)c1CSCC(=O)N(CC(C)C)c1c(N)n(Cc2ccccc2)c(=O)[nH]c1=O	2.7%	-6.2%	-5.7%	-2.2%	2.1%
O=C(CCc1nnc(-c2ccsc2)o1)N1CCCCC1CCn1ccnc1 (stereo unspecified)	6.0%	-19.6%	-1.8%	-11.4%	0.8%
O=C(NC1CCCCC1)c1ccc([N+](=O)[O-])cc1	/	-12.2%	/	/	2.6%
CCC(C)N(C(=O)CSc1nc(-c2ccccc2)cs1)C1CCS(=O)(=O)C1 (stereo unspecified)	-7.1%	-18.2%	1.1%	9.2%	8.7%
COc1ccc(CCCC(=O)N/N=C/c2ccc(C)cc2)cc1	-14.1%	-13.5%	46.3%	34.2%	2.2%
O=C(CN1CCOc2ccccc21)N1CCC(Cc2ccccc2)CC1	10.2%	14.8%	-2.0%	24.3%	i
Cn1c(SCC(=O)NCC2CCCO2)nnc1-c1ccc(Cl)cc1 (stereo unspecified)	/	12.8%	5.3%	-0.4%	1.0%
CCCCCc1c(C)nc(Nc2ccccc2)[nH]c1=O	-0.9%	-22.4%	-2.4%	24.4%	1.2%
CSc1nccc(Oc2cccc(C#N)c2)n1	-1.5%	-4.5%	6.0%	22.2%	5.8%
O=C(COC(=O)Cn1cc(C(F)(F)F)ccc1=O)NCc1ccccc1	/	-7.4%	/	/	3.1%
CNS(=O)(=O)c1ccc2ccccc2c1	-2.6%	12.0%	3.8%	-6.9%	0.5%
CCOc1ccccc1N1CCN(C(=S)NCc2ccccc2)CC1	-7.0%	-0.5%	0.3%	9.0%	2.8%
O=C(Nc1ccccc1-c1nc2ccccc2s1)c1cccnc1	-8.9%	11.3%	1.2%	-6.5%	1.4%
CSc1cccc(N2CC(C(=O)N3CCN(S(=O)(=O)c4ccccc4Cl)CC3)CC2=O)c1 (stereo unspecified)	/	2.3%	55.0%	32.6%	5.5%

Sorted by molar mass (smallest number first): five of the compounds above
SMILES	Salmonella PhoP GFP	influenza NS1A	M. tuberculosis HTS	M. tuberculosis	inhibitors of VEEV	others
CC1=CC(C)(C)n2c(O)c(N=N)c3cc(C)cc1c32	-5.6%	4.5%	-0.1%	-11.5%	1.1%
Cc1ccccc1C(=O)NNc1ccc(-c2csnn2)cc1	9.2%	0.1%	?	70.5%	1.2%
O=C(NCc1cccc(Cl)c1)c1cccc(C(F)(F)F)c1	-7.6%	-1.8%	0.6%	19.6%	1.9%
C=CCn1c(SCc2cccc(C#N)c2)nnc1-c1ccccc1O	-8.6%	5.0%	-5.9%	20.0%	0.3%
CN(C)S(=O)(=O)c1cccc(NC(=O)COC(=O)CCc2nc3ccccc3s2)c1	-3.8%	-1.2%	-2.8%	-4.5%	0.5%

In the list so far, these have a furan ring, fused or not.
SMILES	Salmonella PhoP GFP	influenza NS1A	M. tuberculosis HTS	M. tuberculosis	inhibitors of VEEV	others
Cc1ccc(C(=O)NNC(=O)c2ccco2)cc1	-7.6%	24.4%	-1.8%	-13.2%	1.4%
CC(=O)NS(=O)(=O)c1ccc(NC(=O)/C=C/c2ccc(C)o2)cc1	-10.1%	1.9%	-2.4%	1.4%	6.1%

Not a hit list (roughly 1.5% active in at least one column).
